# Assay outcomes from PubChem BioAssay.
# Apoferritin bind = binds horse apoferritin like a general anesthetic | P02791 | apoferritin/1-aminoanthracene competitive binding, fluorescence | Potency, µM (doses to about 77.5 µM), for the others: at the highest dose activity change, negative = displacement, most hits filed as inhibitors | actives 0.074% (n = 350,000) | AID 485281; note: potency is the fitted concentration of half-maximal effect; % is set by controls: 0 for no effect and ±100 for the full control effect; nearly all actives have a fitted effect of over 20% in size
#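 Concentration-response curves derived by four-parameter Hill fitting of normalized fluorescence, where compounds displaced 1-AMA from 10 uM horse apoferritin following a brief 10 min room-temperature incubation; propofol titration acted as positive control.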
# Pol beta inh = inhibitors of human DNA polymerase beta; Potency, µM (titrated, usually from 114 µM), for inactives: at the highest dose activity change, negative = inhibition, hits mostly inhibitors; AID 485314; P06746; Pol beta primer extension/strand displacement, fluorescence kinetic; actives 1.3% (n = 340,000); note: potency is the fitted concentration of half-maximal effect; % is set by controls: 0 for no effect and ±100 for the full control effect
#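 Kinetic readout of DNA synthesis with strand displacement by Pol beta. Compound and 10 nM enzyme sit 15 min at room temperature; 50 nM substrate starts the reaction, read immediately and at 10 min.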
# BLM inh = Bloom syndrome helicase (human) inhibition | actives 0.2% (n = 350,000) | Potency, µM (highest dose often 56.1 µM), without a hit: top-dose activity change, negative = inhibition, most hits filed as inhibitors | recombinant BLM DNA unwinding, fluorescence dequenching | AID 2528;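 note: potency is the fitted concentration of half-maximal effect; plate controls were vehicle for no effect and no enzyme for full effect; nearly all actives have a fitted effect of over 35% in size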
# Pol kappa inh = blocks human DNA polymerase kappa activity. Q9UBT6. purified Pol kappa, fluorescent DNA synthesis assay, 10 min. AID 588579. Potency, µM (top dose mostly 107 µM), for the others: top-dose activity, negative = inhibition, hits mostly inhibitors. actives 0.53% (n = 400,000); note: potency is the fitted concentration of half-maximal effect; % is set by controls: 0 for no effect and ±100 for the full control effect
#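 10 nM Pol kappa preincubated 15 min at room temperature with compounds, then reaction started with substrate at 50 nM final. Fluorescence read kinetically at 0 and 10 min; buffer-only wells served as negative control.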
# Glioma ERSR ind = inducers of ER stress response in human glioma cells. U87-MG GRP78 promoter luciferase reporter, 16 h. Potency, µM, for the others: at the top dose activation, actives largely listed as activators. actives 0.02% (n = 420,000). AID 602332; note: potency is the fitted concentration of half-maximal effect; series mostly up to about 76 µM; % of control where 0% means no effect; nearly all actives have a fitted effect of over 35% in size
#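 Stably transfected U87-MG human glioma cells carrying a GRP78-based luminescent sensor were seeded at 1000 cells/well, pin-dosed with compounds and incubated 16 h. Luciferase reagent was then added, and end-point luminescence was read after 10 min at room temperature.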
# APE1 inh = blocks human APE1 abasic DNA cleavage. P27695. recombinant APE1, TAMRA/BHQ-2 abasic DNA cleavage fluorescence. Potency, µM (top dose mostly 65.8 µM), inactives show at the highest dose activity change, negative = inhibition, most hits filed as inhibitors. actives 0.35% (n = 350,000);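 note: potency is the fitted concentration of half-maximal effect; plate controls were vehicle for no effect and reference inhibitor for full effect; nearly all actives have a fitted effect of over 55% in size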
# Target sequence (P27695 whole entry, looked up): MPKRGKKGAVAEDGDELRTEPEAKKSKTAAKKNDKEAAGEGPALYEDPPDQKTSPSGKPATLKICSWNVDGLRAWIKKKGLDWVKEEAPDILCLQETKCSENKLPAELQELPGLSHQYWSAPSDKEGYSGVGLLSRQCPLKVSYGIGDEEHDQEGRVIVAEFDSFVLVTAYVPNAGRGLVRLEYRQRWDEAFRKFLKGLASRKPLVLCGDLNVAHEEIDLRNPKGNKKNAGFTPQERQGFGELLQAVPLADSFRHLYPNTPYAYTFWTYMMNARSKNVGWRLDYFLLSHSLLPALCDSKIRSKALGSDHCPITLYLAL
#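 APE1 at 0.75 nM final was preincubated with compound 15 min at room temperature, then 50 nM double-stranded THF abasic-site substrate (5'-TAMRA/3'-BHQ-2) was added. Fluorescence (ex 525/em 598 nm) was read kinetically; third-minus-first read gave activity.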
# LDHA inh = LDHA (human) enzyme inhibition | P00338 | actives 0.15% (n = 480,000) | activity change, % (values are at about 110 or 230 µM) | purified LDHA, NADH/diaphorase-resazurin fluorescence; hits give low values; in the data active = activity change below about -30%; inconclusive = mostly about -25% to -30%;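 note: plate controls were DMSO wells for no effect and wells without enzyme for full effect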
#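 Enzyme activity of human lactate dehydrogenase 5 (2 nM; 0.06 mM NADH, 0.2 mM pyruvate, 5 min, RT) is measured via a resazurin/diaphorase fluorescence readout of residual NADH.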
# POLH inh = DNA polymerase eta (human) inhibition; Q9Y253; recombinant Pol eta, fluorescent DNA replication assay; Potency, µM (doses to about 114 µM), inactives show at the highest dose activity change, negative = inhibition, most hits filed as inhibitors; actives 1.2% (n = 390,000); note: potency is the fitted concentration of half-maximal effect; % is set by controls: 0 for no effect and ±100 for the full control effect
#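 Pol eta (10 nM) was preincubated with compounds for 15 min at room temperature, after which fluorescent replication substrate (50 nM final) was added to start the reaction. Fluorescence was read kinetically at 0 and 10 min.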
# POLI inh = inhibitors of human DNA polymerase iota | Q9UNA4 | Pol iota fluorescent replication assay, 10 min | Potency, µM (top dose mostly 115 µM), inactives show at the highest dose activity, negative = inhibition, most hits filed as inhibitors | actives 1% (n = 390,000) | AID 588590; note: potency is the fitted concentration of half-maximal effect
# Target sequence (Q9UNA4 whole entry, looked up): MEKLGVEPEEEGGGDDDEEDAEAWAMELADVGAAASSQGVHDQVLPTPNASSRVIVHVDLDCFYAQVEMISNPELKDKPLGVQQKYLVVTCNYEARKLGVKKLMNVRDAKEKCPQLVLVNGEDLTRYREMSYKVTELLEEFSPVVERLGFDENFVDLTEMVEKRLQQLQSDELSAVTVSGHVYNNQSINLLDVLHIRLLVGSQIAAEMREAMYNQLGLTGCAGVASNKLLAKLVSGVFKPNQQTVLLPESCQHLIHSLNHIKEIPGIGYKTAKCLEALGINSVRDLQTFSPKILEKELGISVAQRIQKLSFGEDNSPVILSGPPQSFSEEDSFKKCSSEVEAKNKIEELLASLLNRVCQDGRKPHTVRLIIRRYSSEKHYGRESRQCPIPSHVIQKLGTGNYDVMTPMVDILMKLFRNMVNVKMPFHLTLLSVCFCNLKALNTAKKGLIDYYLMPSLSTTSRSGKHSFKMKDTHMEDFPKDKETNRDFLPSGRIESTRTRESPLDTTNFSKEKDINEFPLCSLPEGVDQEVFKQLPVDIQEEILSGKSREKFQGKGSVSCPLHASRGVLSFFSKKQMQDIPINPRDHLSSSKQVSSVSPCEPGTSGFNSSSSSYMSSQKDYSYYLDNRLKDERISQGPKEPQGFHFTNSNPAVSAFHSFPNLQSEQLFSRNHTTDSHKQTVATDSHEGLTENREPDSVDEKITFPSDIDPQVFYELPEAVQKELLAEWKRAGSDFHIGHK
#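 Pol iota at 10 nM preincubated 15 min with compounds at room temperature; reaction started with fluorescent substrate, 50 nM final. Fluorescence read kinetically at 0 and 10 min; buffer-only wells as negative control.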
# The depositor's hits bear a star; ? = inconclusive; nt = no result given; & = joins results of further samples; [ ] = remark or other dose. Unless noted, calls come from the whole dose curve; as a rule, active = well fitted curve in the direction sought with a large enough effect; inconclusive = small, poorly fitted or top-dose-only effect, or another doubt; inactive = no such curve, though single readings can be large; an effect the other way counts as inactive or inconclusive. These rows are one share of the data; rates above refer to the full screens.
# Second line of a record – APE1 inh	Apoferritin bind	POLH inh	BLM inh	POLI inh	LDHA inh	Glioma ERSR ind	Pol kappa inh	Pol beta inh
> O=C(CN1CCC(n2nnc3cc(C(F)(F)F)ccc32)CC1)N1CCc2ccccc21
  -4%	-8%	6%	-1%	?	-2	0%	-6%[60.1 µM]	2%
> O=C(COC(=O)c1ccc2ncsc2c1)NCc1ccc(Cl)cc1
  5%	nt	-9%	nt	7%	-1	-4%	-21%	nt
> NC(=O)c1ccc(NC(=O)COC(=O)CCc2ccc(S(=O)(=O)N3CCCCC3)cc2)cc1
  ?	-11%	2%	-2%	17%	-1	-4%	6%	0%
> O=C(Cn1nc(-c2ccccc2)ccc1=O)NCC1COCCO1 (stereo unspecified)
  9%	?	-11%	4%	2%[58.9 µM]	-10	-3%	-6%	1%
> OCCN(CCO)c1nc2ccccc2[nH]1
  3%	40%[activator]	0%	-5%	15%	-8	-4%	-7%	35%
> Cc1ccc(OCC(=O)O/N=C(\N)c2ccncc2)c(C)c1
  29%	-18%	-21%	-4%	23%	0	3%	-3%	5%
> C[C@H](NS(=O)(=O)OCC(Cl)(Cl)Cl)C1CC1c1ccccc1 (stereo partly specified)
  -13%	?	-17%	-28%	?	-3	0%	1%	0%
> COc1ccc(C(=O)N(C)CCCC2CCCC2)cc1OC1CCN(C(C)=O)CC1
  44%	-10%	-9%	2%	23%	0	-6%	-25%	-18%
> COc1ccc2oc(C(=O)Nc3ccc(C)cn3)c(C)c2c1
  -16%	nt	-10%	nt	38%[activator]	-5	6%	5%	nt
> CCn1c(CC(=O)Nc2ccccc2Cl)nnc1SCC(=O)NC1CCCC1
  -4%	-1%	5%	-7%	-14%	-11	0%	-8%	1%
> COc1ccc(C(=O)/C=C/c2ccc(F)cc2)c(OC(=O)c2ccc([N+](=O)[O-])cc2)c1
  0%	4%	-9%	-9%	7%	-3	?	1%	0%
> C=CCn1c(SC(C)C(=O)NCC2CCCO2)nnc1-c1ccc(OC)cc1 (stereo unspecified)
  -2%	nt	-20%	nt	47%[activator]	2	-1%	5%	nt
> Cc1ccc(C(=O)NCc2n[nH]c(=S)n2-c2ccccc2)cc1[N+](=O)[O-]
  5%	-8%	1%	-3%	11%	-7	-3%	-14%	1%
> COC(=O)Nc1ccc(S(=O)(=O)Nc2cnc3ccccc3n2)cc1
  4%	-5%	-10%	-5%	68%[activator]	-1	-2%	-4%	34%
> CCN(Cc1ccccc1)C(=O)c1ccc(SC)cc1OC
  1%	?	-10%	-3%	3%	-7	-6%	-7%	-1%
> Cn1c(CN2CCOCC2)nnc1SCC(=O)Nc1ccc2c(c1)OCCO2
  -2%	-4%	-7%	-1%	20%	-9	-2%	0%	22%
> CC(=O)Nc1ccc(C)cc1-c1nc2ccccc2n(CC(=O)Nc2cc(Cl)ccc2C)c1=O
  nt	-11%	-20%	-6%	32%[activator]	-5	-3%	-23%	?
> O=C(CSC1=NS(=O)(=O)c2cc(Cl)ccc2N1)NCCc1ccccc1
  4%	nt	-1%	nt	-20%	-7	-4%	-12%	nt
> CC(C(=O)Nc1ccccc1)N(C)CCOc1ccc(Br)cc1 (stereo unspecified)
  18%	-15%	-20%	-13%	58%[activator]	-1	-5%	-9%	17%
> CC(C)(C)S(=O)(=O)N1Cc2ccc(CO)cc2[C@H]1CCO
  nt	nt	-10%	nt	-2%	-11	-3%	-7%	nt
> Fc1ccc(NCc2nc3ccccc3n2CCOc2ccccc2Cl)cc1
  nt	45%[activator]	-8%	-7%	-8%	-1	1%	-20%	12%
> CC1=C(C#N)CCC(=O)N1Cc1c(C)cc(C)cc1C
  4%	-16%	-9%	-5%	7%	-5	-2%	-3%	3%
> COc1ccc([C@]23Cc4cc(C#N)ccc4C(O2)C2=C(CC4(CCCCC4)OC2=O)O3)cc1
  28%[12.4 µM]	?	nt	-6%[12.4 µM]	nt	nt	nt	nt	-25%[22.9 µM]
> O=C(O)CCN1C(=O)c2ccccc2Sc2ncccc21
  -5%	-3%	-8%	-1%	-19%	-1	2%	7%	38%
> COc1ccc(C2c3[nH]c4ccccc4c3CCN2CCCn2cccn2)cc1C (stereo unspecified)
  -10%	-15%	-3%	-5%	?	-5	-3%	-8%	1%
> O=C(CN1CCN(C(=O)c2ccco2)CC1)Nc1ccc(Cl)c(S(=O)(=O)N2CCOCC2)c1
  -4%	-5%	-17%	5%	74%[activator]	-2	-1%	-10%	10%
> COc1cc(-c2nc3cnccn3c2Nc2ccc(C(C)C)cc2)ccc1O
  -4%	-14%&-14%	3%&-5%	-5%&-7%	11%&-27%	-4&-6	-11%&0%	-23%&-3%	?
> COC(=O)C1=C(C(=O)c2ccc(C)cc2)C(c2ccc(OC)c(OC)c2)n2nnnc2N1 (stereo unspecified)
  6%	-6%	-1%	0%	6%	-3	1%	1%	11%
> CC(C)[C@H](NC(=O)c1ccccc1F)C(=O)OCC(=O)NC1CC1
  1%	nt	-7%	nt	-14%	0	-4%	-1%	nt
> CCCC(O)(c1ccc(CC)cc1)C(CN1CCOCC1)c1ccccc1 (stereo unspecified)
  -20%	-8%	-17%	-4%	79%[activator]	2	-1%	-17%	-23%
> CSc1nc2c(c(=O)[nH]1)C(c1ccc(Cl)cc1)CC(=O)N2 (stereo unspecified)
  10%	1%	-15%	0%	81%[activator]	0	-5%	0%	7%
> O=C(CCCc1nc(-c2ccccc2)no1)NC1CCCCC1
  10%	5%	-10%	-5%	10%	3	-2%	5%	24%
> Cc1ccc(NC(=O)CN(C)C(=O)COc2ccccc2-c2ccccc2)cc1
  37%[activator]	nt	-8%	nt	?	-2	-6%	-8%	nt
> COC(C(=O)Nc1ccccc1C(=O)N1CCOCC1)c1ccccc1 (stereo unspecified)
  11%	-4%	-19%	-4%	2%	-1	-2%	3%	14%
> CCOC(=O)c1c(NC(=O)CNC2CCCCC2)sc(C)c1C
  ?	-4%	-10%	-6%	-9%	3	-4%	-7%	16%
> Cc1ccc(CCNC(=O)c2ccc(CS(=O)(=O)Cc3ccc(Cl)cc3)o2)cc1
  nt	-3%	-6%	1%	-4%	-8	-1%	-10%[60.1 µM]	3%
> NC(=S)N=Nc1c(O)[nH]c2ccc(F)cc12
  -5%	-3%	-15%	-4%	32%[activator]	-2	-2%	-4%	28%
> COc1ccc(-c2oc(=O)c3cc(OC)c(OC)cc3c2/C=C/c2ccc(F)cc2)cc1
  9%	nt	-18%	nt	6%	2	2%	-1%	nt
> CCCn1cc(S(=O)(=O)c2ccc(OCC)cc2)c(=O)c2cc(C)ccc21
  nt	-19%	-22%	-2%	18%	-2	-3%	3%	12%
> CCOc1ccc(N(CC(=O)N/N=C/c2ccccn2)S(=O)(=O)c2ccc(Cl)cc2)cc1
  18%	-22%	-29%	-9%	14%	2	-5%	-9%	-8%

# Already shown: an excerpt of the list.
# Second line of a record – APE1 inh	Apoferritin bind	POLH inh	BLM inh	POLI inh	LDHA inh	Glioma ERSR ind	Pol kappa inh	Pol beta inh
> CCCC(O)(c1ccc(CC)cc1)C(CN1CCOCC1)c1ccccc1 (stereo unspecified)
  -20%	-8%	-17%	-4%	79%[activator]	2	-1%	-17%	-23%
> CSc1nc2c(c(=O)[nH]1)C(c1ccc(Cl)cc1)CC(=O)N2 (stereo unspecified)
  10%	1%	-15%	0%	81%[activator]	0	-5%	0%	7%
> O=C(CCCc1nc(-c2ccccc2)no1)NC1CCCCC1
  10%	5%	-10%	-5%	10%	3	-2%	5%	24%
> Cc1ccc(NC(=O)CN(C)C(=O)COc2ccccc2-c2ccccc2)cc1
  37%[activator]	nt	-8%	nt	?	-2	-6%	-8%	nt
> COC(C(=O)Nc1ccccc1C(=O)N1CCOCC1)c1ccccc1 (stereo unspecified)
  11%	-4%	-19%	-4%	2%	-1	-2%	3%	14%
> CCOC(=O)c1c(NC(=O)CNC2CCCCC2)sc(C)c1C
  ?	-4%	-10%	-6%	-9%	3	-4%	-7%	16%
> Cc1ccc(CCNC(=O)c2ccc(CS(=O)(=O)Cc3ccc(Cl)cc3)o2)cc1
  nt	-3%	-6%	1%	-4%	-8	-1%	-10%[60.1 µM]	3%
> NC(=S)N=Nc1c(O)[nH]c2ccc(F)cc12
  -5%	-3%	-15%	-4%	32%[activator]	-2	-2%	-4%	28%

# More structures:
# Second line of a record – APE1 inh	Apoferritin bind	POLH inh	BLM inh	POLI inh	LDHA inh	Glioma ERSR ind	Pol kappa inh	Pol beta inh
> CN(C)C(=O)NC1C=CS(=O)(=O)C1 (stereo unspecified)
  19%	-8%	-1%	-10%	29%	-10	-2%	5%	19%
> O=C(CN(CCCN1CCOCC1)C(=O)Cn1nnc(-c2ccc(F)cc2)n1)NC1CCCCC1
  -2%	-11%	-7%	-7%	5%	-7	10%	-3%	14%
> COc1cc(/C=N/n2c(-c3ccccc3)n[nH]c2=S)cc(OC)c1OC
  11%	0%	-16%	-1%	49%[activator]	-10	-4%	-11%	18%
> CCOC(=O)c1cnc(SC)nc1Oc1cccc(NC(=O)c2ccc(C)cc2)c1
  0%	-1%	-8%	1%	-17%	-1	-2%	-10%	-1%
> O=C(O)CCN=CC1=C(O)CC(c2ccccc2)CC1=O (stereo unspecified)
  26%	-4%	-16%	-2%	16%	2	-1%	3%	22%
> O=C(CO/N=C/c1ccc(Cl)cc1Cl)NNC(=O)c1ccc(Cl)cc1Cl
  -1%	?	7%	-6%	-23%	-7	1%	-11%	-1%
> CCOCC(=O)Nc1ccc([N+](=O)[O-])cc1OC
  -4%	-10%	8%	-6%	66%[activator]	5	-3%	-8%	28%
> COc1ccc(OC)c(NC(=O)COC(=O)CSc2ccc(Cl)cc2)c1
  1%	-13%	-26%	-7%	4%	-1	-1%	-6%	1%
